Screening results: PubChem, National Center for Advancing Translational Sciences (NCATS)
LDHA inh: qHTS assay for inhibitors of human lactate dehydrogenase; L-lactate dehydrogenase A chain (Homo sapiens), P00338; purified LDHA, NADH/diaphorase-resazurin fluorescence; active compounds read low; activity change, % (values are at about 110 or 230 µM); 0.15% of 480,000 active; in the data active means activity change below about -30%; inconclusive means mostly about -25% to -30%;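 further: plate controls were DMSO wells for no effect and wells without enzyme for full effect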
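Human LDH5 (2 nM) was incubated with 0.06 mM NADH and 0.2 mM pyruvate for 5 min at room temperature in Tris pH 7.4. Remaining NADH was coupled through diaphorase/resazurin, and resorufin fluorescence was read at 0 and 20 min.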
Pol kappa inh: qHTS for Inhibitors of Polymerase Kappa; purified Pol kappa, fluorescent DNA synthesis assay, 10 min; 0.53% of 400,000 active; Potency, µM (titrated, usually from 107 µM), without a hit: at the highest dose activity, negative = inhibition, hits mostly inhibitors; further: potency means the concentration at half of the fitted maximal effect; on the % scale 0 is the no-effect control and ±100 the full control effect
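Inhibition of 10 nM Pol kappa is measured by a fluorescent read-out at 0 and 10 min following addition of 50 nM substrate (final), with a 15-min room-temperature compound preincubation.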
APEX1 inh: qHTS Assay for Inhibitors of the Human Apurinic/apyrimidinic Endonuclease 1 (APE1). recombinant APE1, TAMRA/BHQ-2 abasic DNA cleavage fluorescence. Potency, µM (top dose mostly 65.8 µM), for inactives: top-dose activity change, negative = inhibition, usual class: inhibitors. 0.35% of 350,000 active;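 further: potency means the concentration at half of the fitted maximal effect; plate controls were vehicle for no effect and reference inhibitor for full effect; nearly all actives have a fitted effect of over 55% in size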
Target sequence (P27695 whole entry, looked up): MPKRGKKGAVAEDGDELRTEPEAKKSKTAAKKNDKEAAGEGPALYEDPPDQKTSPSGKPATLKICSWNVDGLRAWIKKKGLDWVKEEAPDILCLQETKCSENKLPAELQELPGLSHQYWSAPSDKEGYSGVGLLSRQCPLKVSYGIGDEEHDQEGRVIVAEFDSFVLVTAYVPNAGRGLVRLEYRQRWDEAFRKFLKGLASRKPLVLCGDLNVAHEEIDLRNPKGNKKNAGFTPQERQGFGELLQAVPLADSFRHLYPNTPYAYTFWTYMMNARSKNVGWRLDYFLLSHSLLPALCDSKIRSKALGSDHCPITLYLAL
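Kinetic fluorescence read (525 ex/598 em nm, three reads 60 s apart) of AP-site incision; signal = third minus first read. Enzyme 0.75 nM, dual-labelled THF duplex 50 nM, compound preincubation 15 min RT.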
GRP78 ERSR act: qHTS for Inducers of the Endoplasmic Reticulum Stress Response (ERSR) in Human Glioma: qHTS. AID 602332, 2012. Potency, µM, for inactives: at the top dose activation, most hits filed as activators. 0.02% of 420,000 active. U87-MG GRP78 promoter luciferase reporter, 16 h; further: potency means the concentration at half of the fitted maximal effect; series mostly up to about 76 µM; % of control where 0% means no effect; nearly all actives have a fitted effect of over 35% in size
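Stably transfected U87-MG human glioma cells carrying a GRP78-based luminescent sensor were seeded at 1000 cells/well, pin-dosed with compounds and incubated 16 h. Luciferase reagent was then added, and end-point luminescence was read after 10 min at room temperature.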
Pol iota inh: qHTS for Inhibitors of Polymerase Iota. DNA polymerase iota (Homo sapiens), Q9UNA4. Pol iota fluorescent replication assay, 10 min. Potency, µM (series often up to 115 µM), for inactives: top-dose activity, negative = inhibition, most hits filed as inhibitors. 1% of 390,000 active; further: potency means the concentration at half of the fitted maximal effect
Target sequence (Q9UNA4 whole entry, looked up): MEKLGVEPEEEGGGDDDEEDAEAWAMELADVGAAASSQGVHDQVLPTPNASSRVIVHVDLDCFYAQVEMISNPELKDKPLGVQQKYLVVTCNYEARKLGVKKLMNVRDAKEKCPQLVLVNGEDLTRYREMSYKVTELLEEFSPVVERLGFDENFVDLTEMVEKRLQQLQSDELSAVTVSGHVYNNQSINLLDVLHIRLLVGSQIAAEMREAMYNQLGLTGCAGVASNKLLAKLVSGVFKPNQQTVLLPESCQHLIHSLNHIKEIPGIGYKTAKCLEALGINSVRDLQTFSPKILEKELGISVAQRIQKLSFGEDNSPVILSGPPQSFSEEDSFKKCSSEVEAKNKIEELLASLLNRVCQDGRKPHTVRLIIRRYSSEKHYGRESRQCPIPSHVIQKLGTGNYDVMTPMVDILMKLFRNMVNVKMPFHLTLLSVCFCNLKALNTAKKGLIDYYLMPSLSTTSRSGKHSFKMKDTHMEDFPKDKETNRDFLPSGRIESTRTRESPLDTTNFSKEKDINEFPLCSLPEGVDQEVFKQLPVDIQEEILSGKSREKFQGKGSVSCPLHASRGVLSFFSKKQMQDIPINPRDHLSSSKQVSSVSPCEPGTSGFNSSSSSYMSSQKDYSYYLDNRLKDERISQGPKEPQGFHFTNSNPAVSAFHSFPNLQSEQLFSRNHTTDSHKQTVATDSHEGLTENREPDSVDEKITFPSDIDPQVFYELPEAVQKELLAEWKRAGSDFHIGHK
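Fluorescent replication assay read twice, at 0 min and 10 min after adding 50 nM (final) substrate. Enzyme (10 nM) and compounds were first incubated 15 min at room temperature; enzyme-free buffer wells were negative controls.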
POLH inh: qHTS for Inhibitors of Polymerase Eta; 1.2% of 390,000 active; DNA polymerase eta (Homo sapiens), Q9Y253; Potency, µM (highest dose often 114 µM), without a hit: top-dose activity change, negative = inhibition, most hits filed as inhibitors; recombinant Pol eta, fluorescent DNA replication assay; further: potency means the concentration at half of the fitted maximal effect; on the % scale 0 is the no-effect control and ±100 the full control effect
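Fluorescent replication assay: 50 nM final substrate added after a 15 min room-temperature compound preincubation with 10 nM enzyme. Signal taken at 0 min and again at 10 min.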
Anesthetic bind: qHTS Assay for Identification of Novel General Anesthetics; Ferritin light chain (Equus caballus), P02791; apoferritin/1-aminoanthracene competitive binding, fluorescence; Potency, µM (highest dose often 77.5 µM), inactives show at the top dose activity change, negative = displacement, actives largely listed as inhibitors; 0.074% of 350,000 active; AID 485281, 2010; further: potency means the concentration at half of the fitted maximal effect; on the % scale 0 is the no-effect control and ±100 the full control effect; nearly all actives have a fitted effect of over 20% in size
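Concentration-response curves derived by four-parameter Hill fitting of normalized fluorescence, where compounds displaced 1-AMA from 10 uM horse apoferritin following a brief 10 min room-temperature incubation; propofol titration acted as positive control.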
POLB inh: qHTS Assay for Inhibitors of DNA Polymerase Beta | Pol beta primer extension/strand displacement, fluorescence kinetic | Potency, µM (doses to about 114 µM), for the others: top-dose activity change, negative = inhibition, usual class: inhibitors | 1.3% of 340,000 active | AID 485314, 2010; further: potency means the concentration at half of the fitted maximal effect; on the % scale 0 is the no-effect control and ±100 the full control effect
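10 nM enzyme + cpd, 15 min RT; start with substrate 50 nM final; read 0 min and after 10 min RT. Corrected, normalized data; 4-parameter Hill curve fit.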
BLM helicase inh: qHTS Assay for Inhibitors of Bloom's syndrome helicase (BLM) | 0.2% of 350,000 active | AID 2528, 2010 | Potency, µM (top dose mostly 56.1 µM), for the others: top-dose activity change, negative = inhibition, usual class: inhibitors | RecQ-like DNA helicase BLM (Homo sapiens), P54132 | recombinant BLM DNA unwinding, fluorescence dequenching;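 further: potency means the concentration at half of the fitted maximal effect; plate controls were vehicle for no effect and no enzyme for full effect; nearly all actives have a fitted effect of over 35% in size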
Numbers without * were called inactive; ? = inconclusive; . = no result given; & = joins results of further samples; [ ] = remark or other dose. Unless noted, the call rests on the fitted dose curve; in most records, active means well fitted curve in the direction sought with a large enough effect; inconclusive means small, poorly fitted or top-dose-only effect, or another doubt; inactive means no such curve, though single readings can be large; an effect the other way counts as inactive or inconclusive. Not all compounds are listed; count on the stated rates, not on these rows.

| # | structure | LDHA inh | Pol kappa inh | APEX1 inh | GRP78 ERSR act | Pol iota inh | POLH inh | Anesthetic bind | POLB inh | BLM helicase inh |
| --- | --- | --- | --- | --- | --- | --- | --- | --- | --- | --- |
| 1 | Cc1cccc(-c2nnc(SCC(=O)Nc3ncccn3)n2C)c1 | 0 | -5% | -6% | 2% | 3% | -1% | -5% | -6% | -4% |
| 2 | COc1ccc2nc(NC(=O)C3COc4ccccc4O3)sc2c1 (stereo unspecified) | 2 | -12% | -11% | -7% | -10% | -14% | 2% | 9% | -7% |
| 3 | Cc1ccc(C(=O)NCC(=O)Nc2ccncc2)s1 | 0 | 6% | 3% | 0% | 27% | -5% | -6% | 1% | -3% |
| 4 | O=S(=O)(c1ccccc1)N1CCC2(CCN(Cc3nccs3)CC2)CC1 | . | 13%[60.1 µM] | 4% | -4% | . | . | . | . | -2% |
| 5 | COc1ccc(CCNC(=O)/C(=C/c2cccnc2)NC(=O)c2ccccc2)cc1OC | -9 | -11% | 6% | 0% | 63%[activator] | -1% | -9% | -10% | 0% |
| 6 | COCCn1c(C)cc(C(=O)COC(=O)C23CC4CC(CC(O)(C4)C2)C3)c1C | -1 | -12% | -3% | -10% | -6% | -11% | -21% | 53% | 0% |
| 7 | COC(=O)C1CCN(C(=O)COC(=O)CC(NC(N)=O)c2ccc(Cl)cc2)CC1 (stereo unspecified) | -5 | -2% | -13% | -3% | 1% | -3% | -10% | 0% | -1% |
| 8 | CCOc1cc(C(=O)OCC(=O)Nc2cccc(S(=O)(=O)NC3=NCCCCC3)c2)cc(OCC)c1OCC | -6 | -17% | -4% | 0% | -1% | -19% | . | . | . |
| 9 | Cc1ccc2[nH]c(C)cc(=O)c2c1 | . | -13%[158 µM] | 2%[120 µM] | 45µM* | . | . | 0%[253 µM] | . | -7%[120 µM] |
| 10 | O=C(NCc1nnnn1-c1ccc(F)c(F)c1)c1ccc2c(c1)OCO2 | -1 | -6% | 26% | -8% | 27% | -15% | . | . | . |
| 11 | CN(C)c1nc2c(c(=O)[nH]c(=O)n2C)n1CCCc1ccccc1 | -9 | -3% | 40% | -2% | 139%[activator] | 3% | -8% | 28% | -1% |
| 12 | CCC(=O)Oc1ccc(C(=O)Nc2cccc(C(=O)NC(C)(C)C)c2)cc1 | -3 | 2% | 2% | 0% | 24% | -16% | -11% | 1% | 1% |
| 13 | CC1(C)CC(NC(=O)c2ccccn2)CC(C)(C)N1O | -1 | 0% | -2% | -4% | -2% | -22% | -3% | 16% | 0% |
| 14 | N#Cc1c(-c2ccccc2)nc(SCC(=O)N(c2ccccc2)c2ccccc2)[nH]c1=O | -4 | -7% | 25% | -2% | -19% | ? | 2% | -17% | -13% |
| 15 | COc1ccc(CCC(C(O)C(F)(F)F)S(=O)c2ccccc2)cc1 (stereo unspecified) | -2 | ? | 1% | 1% | 51%[activator] | -17% | 3% | -13% | -12% |
| 16 | Cc1cc(C)c(C)c(OCCCOc2cccc3cccnc23)c1 | -1 | -2% | 10% | 0% | -2% | -21% | ? | -15% | -16% |
| 17 | C[C@H](CO)N1C[C@H](C)[C@@H](CN(C)S(=O)(=O)c2cn(C)cn2)Oc2ccc(NC(=O)Cc3ccccc3)cc2C1=O | -6 | -3% | 5% | -5% | -13% | -2% | . | . | . |
| 18 | Cc1ccc(-c2nnc(Nc3ccc(O)cc3)c3ccccc23)cc1S(=O)(=O)NC(C)(C)CO | 3 | -23% | . | 7% | -16% | -20% | 14% | -19% | -7% |
| 19 | CCCc1ccc(OCC(=O)Nc2sc3c(c2C(=O)OCC)CCC(C(C)(C)C)C3)cc1 (stereo unspecified) | -2 | -23% | . | 0% | -13% | -5% | -1% | -3% | -4% |
| 20 | CN(C)N1C(N)=C(C#N)C(c2ccc(F)cc2)C2=C1CCCC2=O (stereo unspecified) | -2 | 0% | 0% | -3% | 47%[activator] | -6% | 1% | 25% | 1% |

Random excerpt: 3 records from the list.
| # | structure | LDHA inh | Pol kappa inh | APEX1 inh | GRP78 ERSR act | Pol iota inh | POLH inh | Anesthetic bind | POLB inh | BLM helicase inh |
| --- | --- | --- | --- | --- | --- | --- | --- | --- | --- | --- |
| 18 | Cc1ccc(-c2nnc(Nc3ccc(O)cc3)c3ccccc23)cc1S(=O)(=O)NC(C)(C)CO | 3 | -23% | . | 7% | -16% | -20% | 14% | -19% | -7% |
| 14 | N#Cc1c(-c2ccccc2)nc(SCC(=O)N(c2ccccc2)c2ccccc2)[nH]c1=O | -4 | -7% | 25% | -2% | -19% | ? | 2% | -17% | -13% |
| 4 | O=S(=O)(c1ccccc1)N1CCC2(CCN(Cc3nccs3)CC2)CC1 | . | 13%[60.1 µM] | 4% | -4% | . | . | . | . | -2% |

(next part)
The line under a structure holds: LDHA inh	Pol kappa inh	APEX1 inh	GRP78 ERSR act	Pol iota inh	POLH inh	Anesthetic bind	POLB inh	BLM helicase inh
21: O=C(NCC(=O)N1CCN(Cc2ccccc2)CC1)c1ccc(Br)cc1
  -1	-1%	10%	-4%	29%	-19%	-8%	42%	-3%
22: COCCc1nn2c(=O)cc(COC(=O)c3cc(OC)c(OC)c(OC)c3)nc2s1
  -2	13%	48%[activator]	4%	10%	14%	-5%	12%	1%
23: Cc1ccc(C2C(/C=C3/SC(=S)NC3=O)=C(c3cccs3)Oc3ccccc32)cc1 (stereo unspecified)
  -4	?	-8%	0%	?	71µM*	?	32µM*	-26%
24: COc1cc2[nH]c(=O)n(CCCCCC(=O)NCCc3c[nH]c4ccccc34)c(=O)c2cc1OC
  -1	-15%	0%	4%	-12%	-13%	-18%	0%	1%
25: Nc1ccccc1-c1n[nH]c(=S)s1
  -6	-1%	6%	5%	3%	-27%	0%	5%	1%
26: COCCn1c(=O)c(-c2cccs2)nc2cnc(N3CCN(C)CC3)nc21
  .	1%[60.1 µM]	0%	2%	.	.	.	.	1%
27: CC1CCCC/C1=N\NS(=O)(=O)c1ccc(Br)cc1 (stereo unspecified)
  -3	-9%	-1%	-3%	3%	-17%	-14%	3%	-1%
28: COc1ccc(C(=O)N/N=C/c2ccc(OC(=O)c3cccs3)cc2)cc1
  -1	-3%	19%	-3%	-13%	-7%	-8%	32%	2%
29: COc1cc(C#Cc2c(-c3cncn3C)n(C)c3ccc(-c4cnc(OC)nc4)cc23)cc(OC)c1
  3	-18%	-12%	-2%	61%[activator]	-8%	.	.	.
30: CC(CCc1ccccc1)NC(=O)c1cc2sccc2n1C (stereo unspecified)
  -1	-2%	-5%	6%	2%	-8%	14%	1%	-10%
31: O=C(OCC(=O)c1c[nH]c2ccccc12)c1cc(Br)ccc1O
  -7	-3%	-3%	3%	55%[activator]	-25%	-11%	?	-10%
32: Cc1ccc(C(=O)/C=C\C(=O)c2ccc(C)cc2)cc1
  -3	-2%	-1%	2%	9%	-5%	-4%	4%	-10%
33: COc1ccc(S(=O)(=O)c2c(O)c3ccc(C(=O)NCc4ccc(F)cc4)cc3[nH]c2=O)cc1
  1&7	-1%	.	-2%	21%	-10%	4%	7%	1%
34: CSc1ncc(C(=O)Nc2ccc(Br)cn2)c(C)n1
  2	-26%	-2%	7%	3%	?	-4%	3%	-12%
35: CCCCCn1cc2c(c1-c1ccccc1Br)c(=O)n(C)c(=O)n2C
  -4	-11%	.	0%	-18%	-12%	-10%	33%	-2%
36: O=S(=O)(c1ccc(NC(=S)N/N=C/c2ccc(Oc3ccccc3)cc2)cc1)N1CCOCC1
  -9	-16%	5%	-5%	26%	6%	-3%	0%	-13%
37: OCC[C@@H]1C[C@@H](O)[C@H](O)[C@@]2(OCCc3ccccc32)O1
  -10	-2%	9%	-4%	31%[activator]	-10%	-10%	46%	1%
38: CCn1nc(-c2ccccc2)c2nc3ccccc3nc21
  -4	-17%	4%	-4%	5%	-9%	-22%	-1%	1%
39: CC(C)c1nc2c(s1)CCc1onc(-c3cccc([N+](=O)[O-])c3)c1-2
  1	6%	-7%	-3%	30%	-6%	.	.	.
40: O=C(Nc1cccc(C(F)(F)F)c1)Nn1cnnc1
  -14	2%	12%	-5%	3%	0%	-3%	2%	-5%
41: CCCOc1ccc(C(=O)N(Cc2ccco2)Cc2ccco2)cc1
  5	-6%	.	-2%	-1%	?	20%	9%	-3%
42: Cc1cc(O)c(C(c2ccccc2Cl)N2CCN(c3ccccc3)CC2)c(=O)n1Cc1ccco1 (stereo unspecified)
  -1	-7%[60.1 µM]	.	-3%	15%	-17%	-8%	3%	-7%
43: Cc1ccc(-n2c(SCC(=O)Nc3ccc4c(c3)OCO4)nc3c([nH]c4ccccc43)c2=O)cc1
  0	-6%[60.1 µM]	.	0%	9%	5%	5%	8%	-5%

Taken from above.
Reading for compound 31 in GRP78 ERSR act: 3%
Reading for compound 3 in LDHA inh: 0

Three of the compounds above, with each value named.
12. CCC(=O)Oc1ccc(C(=O)Nc2cccc(C(=O)NC(C)(C)C)c2)cc1
  LDHA inh = -3
  Pol kappa inh = 2%
  APEX1 inh = 2%
  GRP78 ERSR act = 0%
  Pol iota inh = 24%
  POLH inh = -16%
  Anesthetic bind = -11%
  POLB inh = 1%
  BLM helicase inh = 1%
13. CC1(C)CC(NC(=O)c2ccccn2)CC(C)(C)N1O
  LDHA inh = -1
  Pol kappa inh = 0%
  APEX1 inh = -2%
  GRP78 ERSR act = -4%
  Pol iota inh = -2%
  POLH inh = -22%
  Anesthetic bind = -3%
  POLB inh = 16%
  BLM helicase inh = 0%
14. N#Cc1c(-c2ccccc2)nc(SCC(=O)N(c2ccccc2)c2ccccc2)[nH]c1=O
  LDHA inh = -4
  Pol kappa inh = -7%
  APEX1 inh = 25%
  GRP78 ERSR act = -2%
  Pol iota inh = -19%
  POLH inh = ?
  Anesthetic bind = 2%
  POLB inh = -17%
  BLM helicase inh = -13%
